Bioassay records as filed in PubChem.
eIF4E-4G inh: eIF4E/eIF4G interaction inhibition in translation initiation. P63073+Q04637. TR-FRET eIF4E-eIF4GI(517-606) binding, 2 h. inhibition, % at 21.7 µM. 220,000 compounds, 0.37% hits;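 active = inhibition above about 30%, limit read from the data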;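 also: 0% = full FRET control wells and 100% = background wells lacking eIF4GI fragment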
NPY-Y2 PAM-ag: potentiates or activates human NPY-Y2 receptor; cells expressing NPY-Y2, potentiator/agonist read-out; 220,000 compounds, 0.45% hits; P49146; activation, % at 3.6 µM; in the data active = activation above about 27%;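 also: cells stimulated with NPY near EC25 plus isoproterenol at EC100; 0% = vehicle plus submaximal agonist and 100% = vehicle plus saturating agonist; some results beyond the cut were filed as inactive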
Target sequence (P49146 whole entry, looked up): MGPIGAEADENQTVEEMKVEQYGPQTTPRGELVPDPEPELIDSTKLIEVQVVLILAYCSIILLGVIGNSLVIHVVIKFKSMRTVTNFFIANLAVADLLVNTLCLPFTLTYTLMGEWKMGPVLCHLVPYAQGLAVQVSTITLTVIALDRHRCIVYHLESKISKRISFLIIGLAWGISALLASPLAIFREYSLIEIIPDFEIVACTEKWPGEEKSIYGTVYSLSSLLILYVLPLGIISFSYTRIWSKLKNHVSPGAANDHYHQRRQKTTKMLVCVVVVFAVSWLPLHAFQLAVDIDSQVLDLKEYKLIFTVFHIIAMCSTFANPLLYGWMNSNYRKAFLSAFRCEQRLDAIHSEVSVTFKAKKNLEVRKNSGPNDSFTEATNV
Ba/F3 V617F tox: loss of viability in JAK2V617F-driven Ba/F3 cells. Ba/F3 EpoR-JAK2V617F viability, ATP luminescence. inhibition, % at 5.6 µM. 220,000 compounds, 1.1% hits. AID 1446;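 active = inhibition above the campaign mean plus 3 SD over all tested compounds, cut at about 24% in these data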;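 also: cytokine-independent growth of Ba/F3 cells driven by EpoR plus mutant JAK2; 0% = DMSO-treated cells and 100% = JAK inhibitor I control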
PERK inhibitor: human PERK inhibition, primary cell-based screen. Q9NZJ5. CHO PERK-DD fusion, SEAP luminescence translation reporter. inhibition, % at 5.6 µM. 220,000 compounds, 0.17% hits. AID 1416;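 active = inhibition above the mean inhibition of all tested compounds plus 3 SD, set separately per screening campaign, cut at about 2.9% in these data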;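 also: PERK kinase domain activated by AP20187 dimerizer at 100 nM; 0% = DMSO with dimerizer and 100% = rapamycin at 8.4 µM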
S1P4 antag: antagonists of human S1P4 receptor | 220,000 compounds, 0.26% hits | AID 1510 | S1P4-expressing cells, antagonist mode, reporter read-out | inhibition, % at 4.98 µM; in the data active = inhibition above about 29%;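 also: 0% = wells stimulated with agonist and 100% = vehicle wells without agonist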
Wee1 stabilizer: human Wee1 degradation inhibition, primary screen; P30291; HeLa Luc-Wee1K328M stability, luciferase luminescence; 100% = proteasome inhibitor MG132 effect; reporter increase, % at 5 µM; 220,000 compounds, 1.2% hits;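 active = activation above the mean of all tested compounds plus 3 SD, set per screening run, cut at about 8.8% in these data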;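 also: cells exposed to compound for 20 h before luminescence read; 0% = DMSO alone and 100% = MG132 at 30 µM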
Target sequence (P30291 whole entry K328M): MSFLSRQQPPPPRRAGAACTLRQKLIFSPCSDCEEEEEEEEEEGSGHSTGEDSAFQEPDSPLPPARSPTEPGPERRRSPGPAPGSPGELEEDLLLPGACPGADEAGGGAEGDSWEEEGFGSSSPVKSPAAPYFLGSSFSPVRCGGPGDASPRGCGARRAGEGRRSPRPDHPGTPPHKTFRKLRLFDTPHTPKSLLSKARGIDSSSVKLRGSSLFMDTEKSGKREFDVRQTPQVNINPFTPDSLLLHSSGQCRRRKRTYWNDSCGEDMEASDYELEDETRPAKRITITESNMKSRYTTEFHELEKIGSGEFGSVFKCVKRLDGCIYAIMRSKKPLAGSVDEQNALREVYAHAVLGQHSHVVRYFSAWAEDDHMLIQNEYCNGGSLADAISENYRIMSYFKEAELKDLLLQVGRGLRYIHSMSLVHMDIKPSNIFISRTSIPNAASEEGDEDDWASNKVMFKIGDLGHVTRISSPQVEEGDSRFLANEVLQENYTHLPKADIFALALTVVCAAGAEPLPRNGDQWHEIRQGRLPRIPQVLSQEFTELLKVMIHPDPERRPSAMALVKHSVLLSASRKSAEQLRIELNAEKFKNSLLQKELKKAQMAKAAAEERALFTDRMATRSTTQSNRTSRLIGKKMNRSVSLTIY
S1P4 ag: activates the human S1P4 receptor; O95977; S1P4-expressing cell line, agonist reporter assay; activation, % at 4.98 µM; 220,000 compounds, 0.35% hits; AID 1509; in the data active = activation above about 11%;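 also: 0% = DMSO vehicle and 100% = reference agonist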
Mdm2 ligase inh: Mdm2 E3 ligase (human) inhibition. Q00987. cell-based MDM2 ubiquitination luciferase reporter, 2 h; 0 = plate control, 100 = twice control, blank-subtracted. signal enhancement, % at 5 µM. 210,000 compounds, 0.11% hits. AID 1230;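 active = signal enhancement of 30% or more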;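 also: luminescence tracks abundance of the self-degrading MDM2-luciferase fusion protein; higher signal means inhibition of MDM2 E3 ligase activity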
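Buffer or medium: Cells held in DMEM | Assay system: Stable mammalian line carrying autodegrading MDM2–luciferase fusion reporter | Quantity: 2000 cells/well | Times: 4 h settle plus 2 h compound, 37 °C | Doses: One concentration, 5 µM, with 0.2% DMSO | Technique: Luminescence with SteadyLite reagent, 15 min at room temperature | Benchmarks: Plate controls and plate blanks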
BaF3 parental: reduces parental Ba/F3 cell viability, JAK2V617F counter-screen; 220,000 compounds, 1.1% hits; AID 1486; inhibition, % at 5.6 µM; CellTiter-Glo ATP luminescence;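 active = inhibition above a per-campaign cutoff, the mean inhibition of all tested compounds plus 3 SD, cut at about 27% in these data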;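 also: 0% = DMSO wells and 100% = JAK Inhibitor I control wells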
* = called active by the depositor; nt = not tested or not shown; [ ] = dose if it differs, or a comment.

1) Cc1cc(Cl)ccc1NC(=O)NC1CCN(S(=O)(=O)c2ccc(F)cc2)CC1
2) Cc1ccc(OC(=O)c2cc3ccccc3o2)cc1
3) O=c1[nH]c2cc3c(cc2cc1CN(CCN1CCOCC1)C(=S)NCC1CCCO1)OCO3 (centres undefined)
4) COc1ccccc1NC(=O)c1sc2ncn(Cc3cccc4ccccc34)c(=O)c2c1C
5) Cc1ccc(C(C[N+](=O)[O-])c2c(N)n(C)c(=O)n(C)c2=O)cc1 (centres undefined)
6) Cc1ccc(S(=O)(=O)Cn2nnnc2CN(Cc2ccco2)Cc2cccs2)cc1

Compound	1	2	3	4	5	6
eIF4E-4G inh	-1	nt	0	14	3	-2
NPY-Y2 PAM-ag	5	-12	-5	7	-9	13
Ba/F3 V617F tox	-3	0	7	0	5	-4
PERK inhibitor	-1.5	0.5	0.0	0.7	0.4	-0.3
S1P4 antag	-12	-16	-2	-10	-11	-25
Wee1 stabilizer	-1	1	-3	1	0	0
S1P4 ag	0.6	2.5	0.8	2.0	0.1	0.4
Mdm2 ligase inh	-25	-17	-1	6	-10	-1
BaF3 parental	5	3	8	5	-4	4

7) COc1ccc(-n2nnnc2SCC(=O)c2ccc3c(c2)OCCO3)cc1
8) O=S(=O)(c1ccc2c(c1)OCCO2)N1CCC(n2cnc3cc(F)ccc32)CC1
9) CN(NC(=O)C1CC(=O)N(c2ccccc2)C1)C1=NS(=O)(=O)c2ccccc21 (centres undefined)
10) O=S(=O)(NCCSc1ccccc1)c1ccc(F)cc1
11) CCCOc1ccc(-c2nn(-c3ccccc3)cc2/C=C2\SC(N)=NC2=O)cc1C
12) COc1cc(C(=S)N2CCN(c3cccc(Cl)c3)CC2)ccc1O

Compound	7	8	9	10	11	12
eIF4E-4G inh	8	1	3	4	4	7
NPY-Y2 PAM-ag	9	-9	-1	-22	15	5
Ba/F3 V617F tox	1	4	-1	1	3	3
PERK inhibitor	1.2	-1.5	0.6	0.2	0.3	1.0
S1P4 antag	7	1	4	-6	-16	-2
Wee1 stabilizer	2	-2	2	1	1	0
S1P4 ag	-0.5	1.6	1.7	0.6	2.6	1.4
Mdm2 ligase inh	-8	-5	-17	-11	-11	nt
BaF3 parental	1	5	2	5	7	9

13) CC(NC(=O)c1ccc(Br)cc1)c1ccccc1 (centres undefined)
14) CC(=O)c1ccc(-n2c(-c3cc(-c4ccsc4)n[nH]3)n[nH]c2=S)cc1
15) CCOC(=O)CC(NC(=O)c1cc2cccc(OC)c2oc1=O)c1cccc([N+](=O)[O-])c1 (centres undefined)
16) C=CCn1c(SCCN2C(=O)c3ccccc3C2=O)nc2scc(-c3ccccc3)c2c1=O
17) COCC(=O)N=Nc1c(O)[nH]c2ccccc12
18) NC(=O)CSc1nnc(-c2ccncc2)n1CCc1ccccc1

Compound	13	14	15	16	17	18
eIF4E-4G inh	6	1	0	-2[fluorescence artefact?]	5[fluorescence artefact?]	3[fluorescence artefact?]
NPY-Y2 PAM-ag	8	-5	-4	-19	3	-5
Ba/F3 V617F tox	0	-1	2	0	-4	-2
PERK inhibitor	1.0	0.3	-1.0	1.2	-0.8	0.0
S1P4 antag	-10	2	5	-8	-6	-64
Wee1 stabilizer	3	-1	3	-4	-4	1
S1P4 ag	2.0	-0.1	-0.9	-0.4	-3.4	0.2
Mdm2 ligase inh	-13	-2	nt	-7	-20	-6
BaF3 parental	10	1	3	3	5	1

19) O=c1[nH]c(CSc2nnnn2-c2ccccc2)nc2ccccc12
20) Cc1ccc(NC(=O)[C@@H](NC(=O)c2cccc(S(=O)(=O)N3CCOCC3)c2)C(C)C)cc1C
21) S=C(Nc1cccc(Cl)c1)N(CCCN1CCCC1)Cc1cccn1Cc1ccc(Cl)cc1
22) COc1cccc(OCC(=O)Nc2ccc(OC)c(OC)c2)c1
23) Cc1c(NC(=O)C2CCN(S(=O)(=O)c3ccccc3)CC2)c(=O)n(-c2ccccc2)n1C
24) CCOC(=O)C1CCCN(CCC(C)c2ccccc2)C1 (centres undefined)

Compound	19	20	21	22	23	24
eIF4E-4G inh	-1	-3[fluorescence artefact?]	6	2	-3	2[fluorescence artefact?]
NPY-Y2 PAM-ag	2	-2	-2	-11	4	-13
Ba/F3 V617F tox	-3	1	18	2	3	6
PERK inhibitor	1.4	0.8	0.1	0.8	-0.2	0.6
S1P4 antag	-3	-17	6	-26	1	-5
Wee1 stabilizer	5	-1	6	-1	-3	2
S1P4 ag	0.7	0.1	-1.9	0.4	1.1	-2.1
Mdm2 ligase inh	-22	-8	5	-17	0	-15
BaF3 parental	1	7	17	2	5	13

25) O=C(NCc1ccco1)C(C(=O)c1ccc(F)cc1)n1ccccc1=O (centres undefined)
26) O=C(N/N=C\c1cccnc1)C1c2ccccc2Oc2ccccc21
27) CC(=O)Nc1ccc(NC(=O)c2ccco2)cc1
28) Cc1ccc(S(=O)(=O)N(C)c2c(C)ccc(S(=O)(=O)NC(C)(C)C)c2C)cc1
29) Cc1ccc(NC(=O)CN2C(=O)S/C(=C\c3cccn3-c3cccc(C(=O)O)c3)C2=O)cc1C
30) CCOC(=O)c1c(NC(=O)C2c3ccccc3Oc3ccccc32)sc(C(C)=O)c1C

Compound	25	26	27	28	29	30
eIF4E-4G inh	-10	-2	2[fluorescence artefact?]	0	2	-2
NPY-Y2 PAM-ag	1	1	18	-7	9	-7
Ba/F3 V617F tox	-2	-1	0	-3	1	-1
PERK inhibitor	0.6	-0.4	1.5	0.6	0.7	-0.3
S1P4 antag	9	-10	-3	-8	-5	-4
Wee1 stabilizer	-1	1	-4	-2	-2	-2
S1P4 ag	-1.0	1.7	0.8	-0.3	0.5	1.4
Mdm2 ligase inh	-9	-1	-11	-9	-10	-1
BaF3 parental	1	5	1	0	3	6

31) Cc1ccccc1-c1nc(CN2CCC(C(=O)NCCC3=CCCCC3)CC2)c(C)o1
32) CCOCCCNC(=O)C(NC(=O)CC1NC(=O)NC1=O)c1ccc(Cl)cc1 (centres undefined)
33) O=C(Nc1ccc(F)cc1F)N1CCN(C/C=C/c2ccccc2)CC1
34) O=c1c2c(-c3ccc(Cl)cc3)csc2ncn1/N=C/c1cccc([N+](=O)[O-])c1O
35) CCOc1cc(/C=C2/C(=N)N3C=CSC3=NC2=O)ccc1OCCCOc1ccccc1C
36) Cc1cc(C)n(-c2nncc(-c3ccccc3)n2)n1

Compound	31	32	33	34	35	36
eIF4E-4G inh	3	3[fluorescence artefact?]	0[fluorescence artefact?]	9	-16	-5
NPY-Y2 PAM-ag	-4	-8	1	-29	3	-9
Ba/F3 V617F tox	-3	0	4	3	0	2
PERK inhibitor	-0.7	0.6	0.1	0.6	-0.4	0.3
S1P4 antag	-8	-13	-10	-13	-2	-13
Wee1 stabilizer	-4	1	1	2	0	0
S1P4 ag	-2.3	3.0	1.0	-0.3	-0.2	-0.2
Mdm2 ligase inh	-30	-2	-15	nt	15	-15
BaF3 parental	6	3	5	5	0	9

37) O=C(NCc1ccco1)C(c1ccc(F)cc1)N(Cc1cccnc1)C(=O)Cn1nnc2ccccc21 (centres undefined)
38) Cc1cccc(/C=C2\CS/C(=C\c3cccc(C)c3)C2=O)c1
39) NC(=O)CSc1nnc(-c2cccs2)n1Cc1ccco1
40) COc1ccc(NC(=O)c2ccc(OC(=S)N(C)c3ccc(OC)cc3)cc2)cc1
41) Cc1oc(C(C)(C)C)cc1C(=O)Nc1ccc2c(c1)OCO2
42) COc1ccc(CCNC(=O)C2CCCN(Cc3nc(-c4cccc(Cl)c4)oc3C)C2)cc1OC (centres undefined)

Compound	37	38	39	40	41	42
eIF4E-4G inh	1[fluorescence artefact?]	7	-3	-8	1	12
NPY-Y2 PAM-ag	-1	2	-8	9	-10	-7
Ba/F3 V617F tox	0	0	-3	-2	4	1
PERK inhibitor	-1.3	0.2	0.7	0.3	1.1	-0.5
S1P4 antag	-1	-6	-16	4	-6	-18
Wee1 stabilizer	-1	-2	-4	0	-2	2
S1P4 ag	-0.1	2.8	-0.3	0.4	0.8	0.5
Mdm2 ligase inh	-7	-11	11	-20	-17	-8
BaF3 parental	6	5	-1	-3	-4	2

43) CCOC(=O)c1sc(NC(=O)C(CC)OC(=O)C(CC(C)C)NC(=O)c2ccccc2)nc1C (centres undefined)
44) CCN1C(=O)c2ccccc2S(=O)c2ccc(C(=O)N3CCCC3)cc21 (centres undefined)
45) COc1ccc(-c2cn3cccnc3n2)cc1NC(=O)c1cc(OC)c(OC)c(OC)c1
46) Cc1nc(SCc2ccc(C(=O)O)cc2)c2c(C)c(C)sc2n1
47) CSC1=NSC2=NC(=O)/C(=C/c3coc4ccc(O)cc4c3=O)C(=N)N12
48) COC(=O)c1ccccc1N1C(=O)[C@@H]2C(c3ccc(F)cc3)=NO[C@@H]2C1=O

Compound	43	44	45	46	47	48
eIF4E-4G inh	-6	-3	4	-2	14[fluorescence artefact?]	0
NPY-Y2 PAM-ag	-8	1	6	-20	-6	-19
Ba/F3 V617F tox	-5	0	-3	-2	3	-4
PERK inhibitor	0.7	0.9	1.4	1.3	0.2	0.3
S1P4 antag	-12	-2	-17	-3	-9	-18
Wee1 stabilizer	-3	0	9.7*	-1	3	1
S1P4 ag	-2.8	4.8	-2.8	-0.7	2.7	1.2
Mdm2 ligase inh	0	-11	-1	-14	-9	0
BaF3 parental	3	5	3	0	4	2

49) CCOc1ccc(Nc2nc(N)nc(CSC(=S)N3CCN(c4ccccc4)CC3)n2)cc1
50) O=Cc1c(Cl)[nH]c(=O)n1-c1ccccc1
51) c1ccc(-c2nc(NCc3cccnc3)c3oc4ccccc4c3n2)cc1
52) CCOC(=O)C(C)Oc1cccc2c(=O)n(CC(=O)NCCc3ccc(OC)c(OC)c3)ccc12 (centres undefined)
53) O=c1[nH][nH]c(-c2ccccc2O)c1C(C[N+](=O)[O-])c1ccccc1 (centres undefined)
54) O=C(COC(=O)c1cc(S(=O)(=O)N2CCCCC2)ccc1N1CCOCC1)NC1CCS(=O)(=O)C1 (centres undefined)

Compound	49	50	51	52	53	54
eIF4E-4G inh	-8	1	-6	1	8	3
NPY-Y2 PAM-ag	18	3	-3	-10	2	-3
Ba/F3 V617F tox	-3	0	0	-1	-2	3
PERK inhibitor	-1.0	0.7	0.4	-0.4	0.7	-0.1
S1P4 antag	-28	-13	-8	-2	-36	-6
Wee1 stabilizer	3	2	-3	-1	1	7
S1P4 ag	2.2	-0.9	-0.4	0.9	1.2	1.3
Mdm2 ligase inh	0	-3	-23	nt	-3	-4
BaF3 parental	0	8	6	2	-2	8
